High-throughput results as filed in PubChem.
ADAM10 inh = inhibits human ADAM10 | O14672 | recombinant ADAM10, EDANS/DABCYL FRET peptide cleavage, 3 h | inhibition, % at 7 µM | actives 0.62% (n = 370,000);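 active means inhibition above a per-campaign cutoff equal to the mean of compounds falling between control-based bounds plus 3 SD, cut at about 20% in these data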;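 further: 0% = DMSO wells while the 100% control is not disclosed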
Target sequence (O14672 214-748 limits assumed): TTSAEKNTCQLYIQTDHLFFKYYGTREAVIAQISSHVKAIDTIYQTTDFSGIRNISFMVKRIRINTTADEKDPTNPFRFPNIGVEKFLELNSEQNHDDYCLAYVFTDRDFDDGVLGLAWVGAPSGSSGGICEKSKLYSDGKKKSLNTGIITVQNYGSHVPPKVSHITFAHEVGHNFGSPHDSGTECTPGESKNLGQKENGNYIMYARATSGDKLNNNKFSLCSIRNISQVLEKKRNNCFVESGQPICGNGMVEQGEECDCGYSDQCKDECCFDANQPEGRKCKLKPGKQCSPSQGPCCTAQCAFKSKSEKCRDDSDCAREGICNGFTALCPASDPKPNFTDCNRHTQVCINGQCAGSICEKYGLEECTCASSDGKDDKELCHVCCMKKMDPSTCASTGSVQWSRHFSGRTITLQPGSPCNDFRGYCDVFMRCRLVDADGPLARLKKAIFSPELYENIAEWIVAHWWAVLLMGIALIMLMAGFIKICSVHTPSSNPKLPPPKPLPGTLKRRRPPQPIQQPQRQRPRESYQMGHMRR
ASAP1 GAP inh = ASAP1 ArfGAP inhibition; ASAP1-stimulated ARF1 GTP hydrolysis, GDP FP detection; AID 624377; Q9ULH1; inhibition, % at 16.5 µM; actives 0.19% (n = 360,000); in the data active means inhibition above about 25%;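 further: 0% = vehicle with enzyme and substrate and 100% = no enzyme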
Target sequence (Q9ULH1 325-724 limits assumed): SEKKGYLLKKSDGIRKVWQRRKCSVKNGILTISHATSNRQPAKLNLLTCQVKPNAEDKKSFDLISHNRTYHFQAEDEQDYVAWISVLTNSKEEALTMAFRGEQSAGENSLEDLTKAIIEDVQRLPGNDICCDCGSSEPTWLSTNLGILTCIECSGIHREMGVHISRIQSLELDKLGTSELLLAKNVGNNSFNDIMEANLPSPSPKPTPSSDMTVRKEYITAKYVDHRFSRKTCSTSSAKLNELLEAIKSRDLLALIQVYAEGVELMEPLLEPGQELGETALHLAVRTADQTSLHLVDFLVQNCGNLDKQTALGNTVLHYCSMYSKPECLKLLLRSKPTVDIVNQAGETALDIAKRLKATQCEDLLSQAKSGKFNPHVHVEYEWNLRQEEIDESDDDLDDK
ADAM17 inh = inhibitors of human ADAM17; inhibition, % at 6.95 µM; AID 720648; actives 0.83% (n = 370,000); P78536; recombinant ADAM17, EDANS/DABCYL FRET peptide cleavage;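 active means inhibition above the mean of compounds lying between control limits plus 3 SD, set per campaign, cut at about 8.5% in these data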;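 further: 0% = DMSO-only wells as the low control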
DDE Tn7 FP inh = inhibitors of Tn7 peptide binding to human fibrin DD(E); P02675; FP displacement of FITC-Tn7 peptide from fibrin DD(E); 0% = median of compound wells per plate; inhibition, % at 8.3 µM; actives 0.13% (n = 370,000);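 active means inhibition above the mean of compounds falling within the control limits plus 3 SD of them, cut at about 14% in these data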;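 further: 0% = plate median of compound wells and 100% = 10 µM Aha-Tn7 peptide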
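System: human fibrin DD(E); quantity: Fibrin-DD(E) at 2 µM final; also added: fluorescent Tn7 probe at 0.1 µM; compound dosing: single nominal test concentration of 8.3 µM per compound; schedule: 10 min preincubation, 3 h with tracer, room temperature; detection: fluorescence polarization of the labelled Tn7 tracer; repeats: one replicate per compound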
KLK7 zymogen act = proKLK7 (human) activation, primary screen. purified proKLK7, EDANS-DABCYL substrate fluorescence; 100% is mature enzyme control, 0% vehicle. actives 0.9% (n = 370,000). AID 652039. activation, % at 7 µM. P49862;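 active means activation above the mean of all tested compounds plus 3 SD, computed per campaign excluding outliers beyond control limits, cut at about 13% in these data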
ARFGAP1 inh = rat ARFGAP1 inhibition; Arfgap1-stimulated ARF1 GTP hydrolysis, GDP FP detection; actives 0.26% (n = 360,000); inhibition, % at 16.5 µM; AID 651572; Q62848;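 active means inhibition above a per-plate limit, mean inhibition of low control wells plus 3 SD, cut at about 25% in these data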;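 further: 0% = DMSO wells with enzyme and 100% = wells lacking Arfgap1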
Target sequence (Q62848 1-136 limits assumed): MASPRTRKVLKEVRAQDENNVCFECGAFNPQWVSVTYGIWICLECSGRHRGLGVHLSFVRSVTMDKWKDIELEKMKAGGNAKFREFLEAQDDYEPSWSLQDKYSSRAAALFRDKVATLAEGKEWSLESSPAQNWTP
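Material: rat Arfgap1 catalytic domain, aa 1-136; also added: human ARF1(Δ1-17)-GTP substrate; compound dosing: one concentration, 16.5 µM, DMSO 1.26%; incubation: GTP hydrolysis reaction 2 h at 25 °C; measured by: Tracer-displacement fluorescence polarization with EDTA stop, 620/688 nm; evaluation: % inhibition from polarization; repeats: one replicate per compound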
TDP2 inh = blocks human TDP2 phosphodiesterase activity; O95551; recombinant TDP2, T5PNP hydrolysis, p-nitrophenol absorbance 415 nm; inhibition, % at 12.8 µM; actives 0.34% (n = 370,000);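 active means inhibition above the mean of all tested compounds plus 3 SD, set per campaign, cut at about 25% in these data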;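 further: 0% = DMSO with enzyme and 100% = buffer with substrate but no TDP2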
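Incubation: 2 h at 37 °C; Test system: recombinant human TDP2; Quantity: enzyme 120 nM; Read-out basis: percent inhibition; Medium: 50 mM Tris-HCl pH 7.5 with Mg2+, KCl, DTT, BSA; Repeats: single replicate; Compound: 12.8 µM single point, 1% DMSO; Signal: epi absorbance; Reagent: 5 mM T5PNP chromogenic substrate; Benchmarks: no-enzyme high, DMSO-plus-enzyme low.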
LEDGF integ inh = blocks HIV-1 LEDGF/p75-dependent DNA integration. TR-FRET IN-LEDGF/p75 DNA integration, Eu/Cy5. inhibition, % at 3.7 µM. actives 0.64% (n = 370,000). AID 743269;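 active means inhibition above the screen-wide mean plus 3 SD, cut at about 13% in these data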;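 further: signal is the Cy5 over europium emission ratio at 671 and 618 nm; 0% = plate median of compound wells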
Tn6 DDE FP = disrupts Tn6 cyclic peptide binding to fibrin D-Dimer-E complex | inhibition, % at 8.3 µM | actives 0.21% (n = 370,000) | Fibrin DD(E) TRITC-Tn6 fluorescence polarization displacement | AID 720509;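 active means inhibition above a per-campaign cutoff: mean of compounds within control limits plus 3 SD, cut at about 15% in these data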;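 further: 0% = median of all compound wells on the plate and 100% = blocking peptide control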
PLC-gamma1 inh = blocks human PLC-gamma1 enzyme activity. inhibition, % at 12.2 µM. actives 0.84% (n = 370,000). AID 720700. P19174. purified PLC-gamma1, fluorogenic substrate, fluorescence; in the data active means inhibition above about 9.5%
Active calls of the source: *; i = inactive.

Screens in order – ADAM10 inh | ASAP1 GAP inh | ADAM17 inh | DDE Tn7 FP inh | KLK7 zymogen act | ARFGAP1 inh | TDP2 inh | LEDGF integ inh | Tn6 DDE FP | PLC-gamma1 inh
- COc1cc(NC(=O)c2ccccc2-c2ccccc2)cc(OC)c1
 : 3 | 2 | 2 | -4 | -0.4 | 16 | -14 | 2 | 3 | 4
- CC(=NNC(=S)N1CC2CCC(CC2)C1)c1ccccn1
 : -32 | -7 | -11 | 5 | -0.6 | 2 | 1 | -4 | 2 | -6
- CCC(=O)Nc1nnc(SCC(=O)c2ccc3c(c2)Cc2ccccc2-3)s1
 : -1 | 4 | 4 | 1 | -0.4 | 3 | -3 | -1 | 0 | -2
- CCn1c(=O)cc(SCC(=O)N2CCN(c3ccccn3)CC2)c2ccccc21
 : -7 | 4 | -4 | 2 | 0.5 | -2 | -2 | -2 | -10 | -1
- CCOC(=O)c1cccc(NC(=O)CCc2c(C)nc3ncnn3c2C)c1
 : 2 | -9 | -1 | 4 | 0.3 | -4 | -10 | -4 | 11 | 1
- CN1CCCCC(NC(=O)c2ccc(Cl)cc2Cl)C1=O (stereo not drawn)
 : 2 | -2 | 1 | 1 | 1.0 | 0 | -4 | 4 | 5 | 1
- CN(C)S(=O)(=O)c1ccc(Cl)c(C(=O)NC2CCCCCCC2)c1
 : -4 | 11 | -1 | 6 | 0.8 | -11 | 1 | 0 | -6 | 2
- CCOc1ccc(S(=O)(=O)n2ccc(C)n2)c2ccccc12
 : 8 | 2 | -1 | -4 | 0.1 | -3 | -3 | 1 | -2 | 0
- COc1ccccc1/C=C/C(=O)OCC(=O)NCCC1=CCCCC1
 : -3 | 12 | -5 | 4 | -0.6 | 10 | 3 | 0 | 7 | 0
- CN(Cc1ccccc1)C(=O)c1ccc(NC(=O)Cc2ccc(NC(=O)C3CCCN(C(=O)C4CC4)C3)cc2)cc1 (stereo not drawn)
 : -4 | 5 | -4 | -2 | -0.1 | 4 | 6 | -2 | 6 | -1
- O=S(=O)(NCc1nnc2c(C(F)(F)F)cc(Cl)cn12)c1ccccc1
 : -12 | -5 | -2 | -6 | 0.0 | 3 | 8 | -2 | 1 | 1
- COc1ccc(CNC(=S)Nc2cc(C)cc(C)c2)cc1
 : 8 | -13 | 6 | -5 | 0.9 | 0 | -2 | 7 | 3 | 4
- NS(=O)(=O)c1ccc(CCNC(=S)Nc2ccc(S(N)(=O)=O)cc2)cc1
 : 9 | -4 | 4 | -9 | 0.1 | -4 | -11 | 7 | -4 | 4
- COc1cccc(CNC(=O)N[C@@H](C)C(=O)O)c1
 : -1 | -1 | -2 | 3 | -0.4 | 1 | 11 | -2 | 6 | 2
- CCCCCN(C(=O)CCc1cn(CCCCC)c2ccccc12)c1ccc(N(C)c2ccccn2)cc1
 : -3 | 2 | -1 | -9 | 0.9 | 4 | 4 | 2 | -1 | -3
- COC(=O)C1=C(C)N(Cc2ccccc2C(F)(F)F)C(=NCc2ccc3c(c2)OCO3)NC1CCc1ccccc1 (stereo not drawn)
 : -5 | 10 | 4 | 4 | -0.1 | -3 | 1 | -3 | -2 | -2
- CN1C(=O)C(O)(CC(=O)c2ccccc2O)c2cc(Br)ccc21 (stereo not drawn)
 : -16 | 13 | -4 | 7 | -1.4 | -3 | -2 | -2 | -7 | 1
- O=C(Nc1ccccc1Cl)NC1(C(=O)NCc2ccncc2)CCCCC1
 : -7 | -2 | -1 | -1 | -0.2 | -7 | -8 | -2 | 2 | -1
- CCOC(=O)C1=C(N)Oc2c(oc(CO)cc2=O)C1c1ccccc1 (stereo not drawn)
 : -5 | 3 | -2 | -1 | -0.4 | 7 | -4 | -2 | -14 | 0
- C=CCN1CCc2c(cc(O)c(O)c2Cl)C(c2ccccc2)C1 (stereo not drawn)
 : 2 | 10 | 2 | -6 | 0.6 | 10 | -10 | -3 | 10 | 1

Other compounds follow:
Screens in order – ADAM10 inh | ASAP1 GAP inh | ADAM17 inh | DDE Tn7 FP inh | KLK7 zymogen act | ARFGAP1 inh | TDP2 inh | LEDGF integ inh | Tn6 DDE FP | PLC-gamma1 inh
- O=C(c1ccccc1)c1cc(Cl)ccc1N1C(=O)C=CC1=O
 : -4 | -6 | 2 | -14 | -0.5 | -6 | 1 | 3 | -7 | 1
- CC(NC(=O)COc1ccc(/C=N/NS(=O)(=O)c2ccccc2)cc1)c1ccccc1 (stereo not drawn)
 : -1 | -6 | -3 | -4 | -0.4 | 18 | 6 | -3 | 0 | -1
- CC(=O)CCS(=O)(=O)c1ccc(NC(C)=O)cc1
 : -7 | 3 | 7 | -1 | -1.0 | -3 | -12 | -2 | -3 | -1
- Cc1ccc2c(c1)-c1cc(C)nn1C(c1ccc3c(c1)OCO3)N2 (stereo not drawn)
 : -130 | 9 | -22 | -3 | -0.4 | -3 | -4 | 0 | 12 | -22
- Cc1ccc(C(=O)N(Cc2ccc3c(c2)OCO3)Cc2nc3ccccc3c(=O)[nH]2)cc1
 : -7 | -11 | -5 | 7 | 0.1 | -17 | 2 | 4 | -3 | -1
- Cc1cc(CNC(=O)Nc2ccc3c(c2)OCO3)nn1C
 : 1 | -11 | 0 | 1 | 0.1 | 3 | 0 | -2 | 7 | 0
- COc1ccc(OCCCC(=O)Nc2cccc(SC)c2)cc1
 : 11 | -2 | 2 | 0 | 0.1 | -2 | -8 | 3 | 5 | 4
- O=C(c1ccc(Br)cc1)c1sc(N2CCOCC2)nc1-c1ccccc1
 : 7 | -16 | -1 | 0 | -0.2 | 2 | -4 | 2 | 4 | 0
- CC(=O)Nc1ccc(N2CCN(c3ccc(F)cc3)CC2)cc1
 : -5 | -7 | -3 | 2 | -0.2 | 3 | -6 | -2 | 1 | 1
- NC(=O)c1cc(Cl)ccc1OCC(=O)NC1CC1
 : -101 | -9 | -27 | -3 | -1.2 | 8 | -2 | -1 | -3 | -12
- CCOC(=O)C(C)Oc1cc(Cl)c(C=O)cc1OC (stereo not drawn)
 : -15 | 7 | -7 | 4 | -0.7 | -9 | 13 | 2 | 0 | -6
- C[C@H](CO)N1C[C@H](C)[C@@H](CN(C)S(=O)(=O)c2cccs2)Oc2ccc(NC(=O)Nc3ccc(C(F)(F)F)cc3)cc2C1=O
 : 29* | 13 | 8.7* | 10 | 0.8 | 1 | -3 | -1 | 51* | 4
- CC(C)[C@H](NC(=O)OCc1ccccc1)C(=O)OCC(=O)N1C(C)CCCC1C (stereo partly drawn)
 : -4 | -12 | -2 | -5 | 0.0 | 8 | -7 | 0 | -8 | 1
- COC(=O)CN1C(=O)COc2ccc(S(=O)(=O)NCc3ccc(F)cc3)cc21
 : 2 | -2 | -6 | -6 | -0.3 | -1 | 8 | 3 | -1 | 2
- O=C(CSc1nc2ccccc2c(=O)n1-c1ccccc1)N1CCCC1
 : -4 | -4 | -3 | 9 | -0.2 | 4 | 2 | -1 | -5 | -3
- O=C(O)c1cc(=O)c2ccccc2[nH]1
 : -24 | -4 | -4 | 14* | -0.2 | 1 | 2 | 0 | 2 | 1
- COCc1ccc(C(=O)N2CCCC(N3CCN(c4ccccc4C)CC3)C2)s1 (stereo not drawn)
 : 4 | -5 | -6 | 4 | 0.1 | -12 | -3 | -4 | 6 | -1
- Cc1cc(C)c(NC(=O)CNC(=O)c2cc(C3CC3)nc3c2cnn3C(C)C)c(C)c1
 : -326 | 12 | -80 | -9 | 1.7 | 16 | -3 | 1 | -3 | -100
- COc1ccc(CN(C)CCc2ccccn2)c(OC)c1OC
 : -9 | 6 | -7 | -1 | -0.3 | 10 | 3 | 6 | -6 | 5
- COc1ccc(C2=NN(C(=O)c3ccc(Cl)c([N+](=O)[O-])c3)C(c3ccccc3)C2)cc1 (stereo not drawn)
 : 9 | 3 | -4 | 6 | 0.7 | 3 | -8 | 1 | -7 | 0

Reprinted from above for reference:
Screens in order – ADAM10 inh | ASAP1 GAP inh | ADAM17 inh | DDE Tn7 FP inh | KLK7 zymogen act | ARFGAP1 inh | TDP2 inh | LEDGF integ inh | Tn6 DDE FP | PLC-gamma1 inh
- O=C(c1ccccc1)c1cc(Cl)ccc1N1C(=O)C=CC1=O
 : -4 | -6 | 2 | -14 | -0.5 | -6 | 1 | 3 | -7 | 1
- CC(NC(=O)COc1ccc(/C=N/NS(=O)(=O)c2ccccc2)cc1)c1ccccc1 (stereo not drawn)
 : -1 | -6 | -3 | -4 | -0.4 | 18 | 6 | -3 | 0 | -1
- CC(=O)CCS(=O)(=O)c1ccc(NC(C)=O)cc1
 : -7 | 3 | 7 | -1 | -1.0 | -3 | -12 | -2 | -3 | -1

Additional results:
Screens in order – ADAM10 inh | ASAP1 GAP inh | ADAM17 inh | DDE Tn7 FP inh | KLK7 zymogen act | ARFGAP1 inh | TDP2 inh | LEDGF integ inh | Tn6 DDE FP | PLC-gamma1 inh
- Cc1cc(C(C)(C)C)cc(C)c1CC1=NCCN1
 : 5 | 2 | 1 | 1 | 0.2 | 10 | 2 | -1 | 2 | 2
- O=C(CSc1ccsc1[N+](=O)[O-])NCc1ccccc1
 : -3 | 4 | 1 | -2 | -0.3 | 11 | -6 | 4 | 3 | 0
- Cc1c(C(=O)NCCCN2CCOCC2)sc2ncnc(N3CCN(c4ccccc4)CC3)c12
 : 7 | 3 | 0 | -4 | 1.3 | 6 | -6 | -2 | -2 | -7
- CCCCCCSc1nsc(NC(=O)CC(C)C)n1
 : 7 | -4 | -1 | -5 | 0.2 | 9 | -2 | -1 | -1 | 1
- O=C(CSc1nc2ccccc2o1)c1ccc2c(c1)OCCO2
 : 4 | 11 | 0 | -4 | -0.1 | 7 | 7 | 2 | 0 | -1
- CN(C)C=Nc1ccc2nc3c(cc2c1)[nH]c1ccccc13
 : i | -8 | i | 0 | 49* | 13 | 3 | -5 | -8 | i
- Cc1nc(C)c(C(=O)C2=C(O)C(=O)N(CCCn3ccnc3)C2c2ccc(Cl)cc2)s1 (stereo not drawn)
 : -2 | -6 | 0 | 3 | -0.1 | -12 | 13 | 1 | 3 | -4
- Cc1cccc(N2CCN(C(=O)CCC(=O)N3CCOc4ccc(Cl)cc43)CC2C)c1 (stereo not drawn)
 : 5 | -6 | 1 | -1 | 1.1 | 4 | 5 | -1 | 2 | 2
- CCOC(=O)c1c(NC(=O)c2nn(CC)cc2Br)sc2c1CCCCC2
 : -13 | 11 | -2 | 0 | 0.2 | 0 | 11 | -1 | -1 | -11
- COc1ccc(C(=O)/C=C/c2cccs2)c(OC(=O)c2cccc([N+](=O)[O-])c2)c1
 : 4 | -1 | 1 | 5 | -0.3 | -6 | -10 | -2 | -3 | -3
- COc1ccc(NC(=O)C2CCCN(S(=O)(=O)c3ccc4c(c3)CC(C)N4C(C)=O)C2)cc1 (stereo not drawn)
 : -2 | -2 | -4 | 3 | -0.1 | 26* | -6 | -7 | -5 | -1
